E-sel inducer = E-selectin induction in HUVECs, primary screen, imaging, HUVEC, immunofluorescence imaging, single point. P16581. normalized: neutral wells 0, TNF-alpha wells 100. activation, % at 7.58 µM. 260,000 tested, 0.37% active. AID 686992, 2013;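 active = mean E-selectin-positive cell signal at least 10% of the positive control, reached in at least 60% of replicates, without over 20% cell loss; inconclusive = no rule given, readout overlaps actives, possibly toxicity-flagged; inactive = the rest, including those meeting only one limit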;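 note: in these data hits start at about 27%; measured in HUVEC primary endothelial cells; signal is the percent of cells scored E-selectin positive by PE staining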
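Read-out basis: % PE-positive cells; Test system: HUVEC primary endothelial cells; Technique: immunofluorescence imaging; Dosing: single-point compound dose.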
F508del corr = F508del CFTR correction, initial screen, CFBE line, single point | CFBE cells, YFP halide quenching; stimulated with forskolin plus potentiator P3; % fluorescence drop versus neutral controls | activity (quench increase), % at 7.58 µM | 350,000 tested, 0.36% active | AID 720511, 2013;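 active = mean added fluorescence quench of at least 8% versus neutral control, with both replicates also reaching 8%; inconclusive = only one of the mean or replicate conditions met; inactive = mean below 8% and not both replicates reaching 8%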;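 note: cells transiently co-express mutant CFTR-F508del with the halide-sensitive YFP; corrector assay measuring rescue of mutant channel to the surface after 24 h compound exposure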
RAD54 inh = inhibitors of human RAD54 branch migration, primary screen, biochemical, fluorescence, single point | DNA repair and recombination protein RAD54-like (Homo sapiens), Q92698 | RAD54 Holliday junction branch migration, FAM/BHQ fluorescence | inhibition, % at 10.4 µM | 360,000 tested, 0.14% active | AID 602329, 2012;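 active = mean normalized replicate activity at least 40 and at least half of replicates scoring 40 or more; inconclusive = only one of the two criteria met; inactive = mean below 40 and under half of replicates reaching 40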;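 note: 0% = median of neutral control wells and 100% = median of positive control wells; inhibitors cause a drop in the FAM fluorescence signal; in these data hits start at about 50%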
DENV2 CPE rescue = inhibitors of DENV2 cytopathic effect, primary screen, cell-based, plate reader, single concentration; DENV2-infected cells, cytopathic effect rescue; CPE inhibition, % at 9.99 µM; 350,000 tested, 1.7% active; AID 651640, 2012; in the data active = CPE inhibition above about 20%, passing the limit was not always enough; inconclusive = no clear call, values can overlap the other calls; tested in BHK-21 cells;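 note: 0% = median of neutral control wells and 100% = median of positive control wells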
Casp6 inh = human caspase-6 inhibitors, primary screen, biochemical, VEID-R110 fluorescence, single point, set 2; P55212; purified caspase-6, Z-VEID-R110 cleavage fluorescence; inhibition, % at 12.5 µM; 350,000 tested, 0.53% active; AID 686996, 2013;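 active = mean inhibition across replicates at least about 35%, with every replicate also reaching that limit, limit read from the data; inconclusive = only one of the two criteria met; inactive = neither criterion met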;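 note: 0% = median of neutral control wells and 100% = no fluorescence left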
Target sequence (P55212 24-179 limits assumed): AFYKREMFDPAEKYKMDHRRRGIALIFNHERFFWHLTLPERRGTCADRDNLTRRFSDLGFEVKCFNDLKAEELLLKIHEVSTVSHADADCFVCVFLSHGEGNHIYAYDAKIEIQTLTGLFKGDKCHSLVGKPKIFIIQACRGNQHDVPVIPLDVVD
Target sequence (P55212 194-293 limits assumed): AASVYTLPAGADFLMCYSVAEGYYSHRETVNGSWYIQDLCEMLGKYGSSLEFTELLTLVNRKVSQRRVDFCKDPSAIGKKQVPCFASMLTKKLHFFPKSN
RAD52 anneal inh = RAD52 DNA annealing inhibitors, primary screen, biochemical, FRET, single point, set 2; AID 651710, 2012; DNA repair protein RAD52 homolog (Homo sapiens), P43351; inhibition, % at 18.7 µM; recombinant RAD52 DNA annealing, FRET fluorescence; 360,000 tested, 0.46% active;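 active = every replicate showing at least 50% inhibition; inconclusive = mean inhibition at least 50% but not in every replicate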
Target sequence (P43351 whole entry, looked up): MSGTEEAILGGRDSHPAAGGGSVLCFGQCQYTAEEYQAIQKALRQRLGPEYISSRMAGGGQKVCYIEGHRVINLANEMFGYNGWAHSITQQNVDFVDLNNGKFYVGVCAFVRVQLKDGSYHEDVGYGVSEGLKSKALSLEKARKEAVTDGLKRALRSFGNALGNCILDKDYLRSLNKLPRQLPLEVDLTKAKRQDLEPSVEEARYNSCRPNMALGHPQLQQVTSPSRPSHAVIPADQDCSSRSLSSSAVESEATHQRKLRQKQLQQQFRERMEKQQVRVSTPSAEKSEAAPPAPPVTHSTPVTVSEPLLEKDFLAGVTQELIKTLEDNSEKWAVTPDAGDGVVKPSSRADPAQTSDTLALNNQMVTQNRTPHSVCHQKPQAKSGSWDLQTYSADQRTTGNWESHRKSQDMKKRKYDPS
INS-1E GSIS act = GLuc luminescence reporter in INS-1E cells, primary screen for activators of glucose-dependent secretion of insulin | INS-1E GLuc reporter insulin secretion, 2-3 h | activation, % at 16.6 µM | 370,000 tested, 0.61% active | AID 743287, 2014;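 active = lowest replicate activation of at least 40%, so every replicate reaches that level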;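 note: 0% = median of neutral control wells and 100% = median of IBMX positive control wells; some compounds called inactive have numbers as strong as hits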
Xi reactivation = activators of inactive X chromosome reactivation, primary screen, imaging, XiGFP fibroblasts, GFP high-content imaging, set 2. XiGFP mouse fibroblasts, % GFP-positive cells imaging, 3 d; cells co-treated with 5-aza-dC sensitizer; scaled so ellipticine positive control = 100%. activation, % at 7.58 µM. 360,000 tested, 0.055% active. AID 743238, 2013;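 active = mean normalized replicate activation at least 10% and every replicate at or above 10%; inconclusive = only one of the two criteria met; inactive = mean below 10% and not all replicates reach 10%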;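 note: 0% = median of on-plate neutral control wells and 100% = ellipticine 6 µM median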
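Schedule: 3 d treatment, 15 min room-temperature fixation; system: 68-5-11 XiGFP fibroblast line; buffer or medium: DMEM plus 5-aza-dC sensitizer; control set: ellipticine 6 µM positive control; compound: one concentration, pinned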
Numbers without * were called inactive; ? = inconclusive; · = not tested or not shown.

SMILES	E-sel inducer	F508del corr	RAD54 inh	DENV2 CPE rescue	Casp6 inh	RAD52 anneal inh	INS-1E GSIS act	Xi reactivation
C[C@H](CO)N1C[C@H](C)[C@H](CN(C)Cc2ccc(Oc3ccccc3)cc2)Oc2ccc(NC(=O)c3ccncc3)cc2C1=O	0.0	-0.1	7.3	2.4	0.3	-1.9	-8.5	-0.5
COc1ccc(-c2csc(C(C)(O)c3cccnc3)n2)cc1 (configuration not stated)	-0.9	0.5	-13.0	-14.8	3.5	-9.9	-33.9	0.0
NC(=O)CSc1nnc(-c2cccc(S(=O)(=O)N3CCOCC3)c2)o1	-0.2	-2.0	-5.1	5.6	-6.4	-5.2	-7.1	0.0
Cc1nc(Nc2ccccc2F)c2nnn(Cc3ccccc3Cl)c2n1	·	-0.2	4.9	-0.2	0.0	-25.8	7.3	0.0
CC(C)NC(=O)Nc1ccc2c(c1)C(=O)N([C@@H](C)CO)C[C@@H](C)[C@@H](CN(C)C(=O)CCC(F)(F)F)OCCCC[C@@H](C)O2	0.5	-1.1	7.8	-4.9	-3.4	12.9	27.1	0.2
CCCn1c(SC(C)C(=O)NCC2CCCO2)nc2cc(Cl)ccc2c1=O (configuration not stated)	-0.6	1.3	5.6	-7.4	1.6	-16.5	1.0	0.0
O=C(NN1CCOCC1)c1ccccc1	0.5	1.3	-5.1	3.2	-7.8	-1.3	-0.1	0.3
O=C(Nc1nc(-c2ccc(F)c(F)c2)cs1)Nc1ccc(F)cc1F	2.5	-9.9	1.0	5.4	2.1	-4.7	-1.5	-0.1
Cc1ccc2c(c1)C1CN(C)CCC1N2C(=S)Nc1ccc(Cl)cc1Cl (configuration not stated)	-0.1	-2.5	·	-1.6	-8.9	-2.2	·	0.0
COc1cc(Cl)ccc1OCc1cc(C(=O)N2CCC(N(C)C)C2)no1 (configuration not stated)	-0.4	2.1	-4.0	0.2	0.6	-14.8	7.3	0.0
CNc1cncc(-c2ccc(NS(C)(=O)=O)cc2)n1	0.2	4.2	-1.2	?	-0.5	-36.3	·	0.1
COc1cccc(-c2cn(CC[C@H]3CC[C@@H](NC(=O)CC4CC4)[C@H](CO)O3)nn2)c1	0.3	1.6	-1.9	?	-2.0	7.7	5.8	-0.4

One compound at a time, as listed above. Order of values: E-sel inducer	F508del corr	RAD54 inh	DENV2 CPE rescue	Casp6 inh	RAD52 anneal inh	INS-1E GSIS act	Xi reactivation
CC(C)NC(=O)Nc1ccc2c(c1)C(=O)N([C@@H](C)CO)C[C@@H](C)[C@@H](CN(C)C(=O)CCC(F)(F)F)OCCCC[C@@H](C)O2 is listed with 0.5	-1.1	7.8	-4.9	-3.4	12.9	27.1	0.2
Cc1nc(Nc2ccccc2F)c2nnn(Cc3ccccc3Cl)c2n1 is listed with ·	-0.2	4.9	-0.2	0.0	-25.8	7.3	0.0

Going on with the list:
SMILES	E-sel inducer	F508del corr	RAD54 inh	DENV2 CPE rescue	Casp6 inh	RAD52 anneal inh	INS-1E GSIS act	Xi reactivation
Cc1ccc(C(C)NC(=O)c2ccc3c(c2)OCCO3)cc1C (configuration not stated)	-0.3	1.4	0.0	-1.4	3.3	-1.1	-19.7	0.0
Cc1cc(C)cc(NC(=S)NCC2CCN(C(C)c3ccccc3)C2)c1 (configuration not stated)	0.3	0.8	-0.5	5.5	-10.5	-7.1	-9.6	0.0
N#Cc1c(C#N)c(O)c2ccccc2c1O	0.1	-0.4	-29.6	-8.8	15.8	-48.3	-9.1	0.3
CCc1nc(SCC(=O)Nc2ccccc2Cl)n[nH]1	·	1.5	0.0	-0.7	4.3	-17.3	-2.8	0.0
NC(=O)C1CCN(C(=O)c2cc3ccccc3cc2O)CC1	0.6	-2.1	-2.0	-0.7	0.7	-4.2	11.1	0.0
O=C(Cn1c(=O)[nH]c2ccccc2c1=O)Nc1cccnc1	·	-0.6	-4.9	?	-3.5	-8.6	0.9	0.7
O=C(COC(=O)c1ccco1)Nc1nc2c(F)c(F)c(F)cc2s1	0.1	-0.1	-5.2	-8.1	·	-31.2	5.5	0.0
C[C@H]1CN([C@@H](C)CO)C(=O)Cc2cc(NC(=O)Nc3cccc4ccccc34)ccc2O[C@H]1CN(C)S(=O)(=O)c1ccc(Cl)cc1	1.1	2.1	?	-4.2	1.2	9.4	11.6	-0.2
COCCN(C[C@H]1N[C@H](CO)[C@@H]1c1ccc(-c2cccnc2)cc1)C(C)=O	0.1	-1.1	-1.5	5.7	-3.3	-4.7	-3.4	0.0
Cc1ccc2c(CC(=O)NCCc3ccc(S(N)(=O)=O)cc3)coc2c1	3.3	1.7	3.9	3.9	-0.3	0.8	10.5	-0.1
Cc1ccc(S(=O)(=O)N[C@@H]2CC[C@H](CCNC(=O)c3ccc4c(c3)OCO4)O[C@H]2CO)cc1	-2.4	-2.8	0.2	-5.3	-6.7	-4.3	8.3	-0.3
CC(=O)N1CCC(=NNC(=O)c2cc3ccccc3cc2O)CC1	·	-1.9	-5.5	-0.7	29.4	-19.1	-5.4	0.0
Cc1c([N+](=O)[O-])c(C(=O)NC2CCCC2)nn1C	-0.3	-0.3	-0.2	-3.9	-2.5	-8.8	-4.4	-0.1
Cc1noc(C)c1C(=O)N1CCC1(C)C(=O)NS(=O)(=O)Cc1cccc(Cl)c1 (configuration not stated)	1.5	0.4	-3.8	3.7	-1.1	0.9	·	0.2
C=Cc1ccc(C(=O)N2CCCC(CCC(=O)N3CCN(c4ccccn4)CC3)C2)cc1 (configuration not stated)	-0.4	-1.6	4.6	-1.6	8.9	-9.6	9.4	0.0
CSCC[C@H](NC(=O)OC(C)(C)C)C(=O)N1CCC(C(=O)N[C@@H](C)C(=O)NC(C)c2ccccc2)CC1 (some centres not stated)	·	3.6	1.0	8.0	-3.3	8.0	-1.8	·
COc1ccc2c3c([nH]c2c1)[C@H](CO)N(C(=O)CN(C)C)CC31CCN(Cc2ccccc2Cl)CC1	-0.5	0.2	·	7.7	-2.3	32.5	-1.0	0.1
CCOC(=O)c1c(C)[nH]c(C)c1S(=O)(=O)N(C)CC(=O)NCc1cccc(C)c1	·	0.7	-9.2	-3.5	-2.8	-13.4	-10.0	0.0
CCOC(=O)C1=C(C)Nc2ccccc2N=C1N	2.7	-3.2	·	-0.3	-0.2	-8.3	4.4	0.2
O=C(NCCc1ccccc1)[C@H]1[C@H](CO)[C@H]2Cn3c(cccc3=O)[C@@H]1N2C(=O)C1CCC1	-0.1	0.6	1.9	0.6	-2.4	23.2	6.8	0.0
O=C(C[C@H]1CC[C@@H](NC(=O)Cc2ccccn2)[C@H](CO)O1)NCCc1ccncc1	0.3	-2.2	-6.6	7.5	-1.0	-8.6	4.8	0.3
C[C@@H]1CN([C@@H](C)CO)C(=O)Cc2cc(NS(=O)(=O)c3ccc(F)cc3)ccc2O[C@@H]1CN(C)C(=O)Nc1ccc(F)cc1	-0.4	0.6	-0.3	-9.9	·	16.0	-1.4	0.5
Cc1ccc(S(=O)(=O)Nc2ccc3c(c2)C(=O)N([C@@H](C)CO)C[C@H](C)[C@H](CN(C)C(=O)C2CCCCC2)OCCCC[C@H](C)O3)cc1	-0.1	2.5	4.6	9.6	-1.6	23.0	-26.4	0.1
O=C(NCc1ccco1)/C(=C/c1ccc([N+](=O)[O-])cc1)NC(=O)c1ccco1	·	1.7	-4.9	5.9	-0.6	-19.8	5.7	0.0
O=S(=O)(NCC1CCCO1)c1ccc(-c2ccc(Cl)cc2)cc1 (configuration not stated)	-0.1	0.0	·	1.1	-2.2	-13.7	11.1	0.0
CCc1ccc(NC(=O)/C(C#N)=C\c2ccc(OC)c(C(=O)O)c2)cc1	0.8	-1.7	·	8.6	·	-14.3	3.5	0.0
CCOC(=O)Cc1csc(NS(=O)(=O)c2cc(Cl)ccc2Cl)n1	·	-2.9	-4.1	-2.1	23.2	-40.0	2.6	0.3
CC(C)(C)C(=O)N1CCN(CCN2C(=O)c3cccc4cccc(c34)C2=O)CC1	·	0.0	0.7	1.5	-1.0	-9.1	8.9	0.1
COc1ccc(CCNC(=O)Cn2nc(C)c3c(C)n(-c4ccccc4)nc3c2=O)c(OC)c1	·	2.2	-16.5	0.7	2.6	-24.0	9.2	0.2
CC(C)NC(=O)Nc1ccc2c(c1)C(=O)N([C@@H](C)CO)C[C@H](C)[C@@H](CN(C)C(=O)Nc1ccc3c(c1)OCO3)O2	-0.3	1.4	10.6	20.8*	-0.1	-2.4	17.4	-0.2
O=C(COC(=O)/C=C/c1ccc(Cl)cc1)NCCc1ccccc1	-0.1	1.6	-9.0	-0.7	-0.2	-12.9	4.7	0.0
O=C(C[C@H]1CC[C@@H](NC(=O)c2ccncc2)[C@@H](CO)O1)NCc1ccncn1	-0.2	1.0	·	2.2	1.8	-8.7	5.9	-0.3
CCOC(=O)C(Cc1ccccc1)NC(=O)CCCC(=O)c1ccccc1 (configuration not stated)	0.0	-0.8	-11.6	-1.6	-0.1	-4.6	-11.9	0.5
CCN(Cc1nc2ccccc2c(=O)[nH]1)C(=O)COc1ccccc1Cc1ccccc1	·	-4.7	-11.3	-1.3	-0.4	-18.2	-22.4	-0.1
CCC(=O)Nc1ccc(/C=C(\C(C)=O)C(=O)c2ccccc2)cc1	0.1	-3.8	·	14.4	4.2	-17.4	·	0.0
COc1ccccc1NC(=O)CN1C(=O)NC2(CCCc3ccccc32)C1=O (configuration not stated)	0.1	-1.4	3.8	-2.6	-1.7	-5.6	-8.3	0.2
CC(=O)N(C)C[C@@H]1Oc2ncc(C#Cc3cccc(F)c3)cc2C(=O)N([C@@H](C)CO)C[C@@H]1C	1.1	0.8	-4.0	-3.8	0.6	-2.3	-2.9	-0.1
COc1ccc(OCC(=O)NCc2nc(-c3ccccc3)no2)cc1	·	-1.1	8.3	7.3	0.1	-29.4	12.3	-0.1
Cn1c(SCC(=O)Nc2ccc(Cl)cc2)nnc1C1CC1	·	0.9	10.0	1.3	-1.2	-19.4	0.6	0.0
CC(C)NC(=O)N(C)C[C@@H]1Oc2ncc(-c3ccc(C(=O)N(C)C)cc3)cc2C(=O)N([C@@H](C)CO)C[C@H]1C	0.4	1.1	-3.5	-5.2	0.1	3.7	12.4	0.1
CN1c2ccc(-c3ccc(C#N)cc3)cc2[C@H]2[C@H](CCN2S(=O)(=O)c2cccc(F)c2)[C@@H]1CO	1.0	?	15.2	3.3	0.8	33.7	-3.4	0.0
Cc1nc(C(F)(F)F)c(C(=O)N=CN(C)C)s1	·	-0.6	·	-7.6	-2.0	-14.9	-7.2	0.1
CN1CCN(CCC(=O)N2c3ccccc3Sc3ccc(Cl)cc32)CC1	·	·	-7.2	·	-10.7	14.3	5.2	·
COc1ccc(NC(=O)N(C)C[C@H]2Oc3ncc(C4=CCCC4)cc3C(=O)N([C@@H](C)CO)C[C@H]2C)cc1	0.2	0.6	-3.8	2.5	2.4	2.8	4.8	-0.7
COc1ccc(Br)cc1/C=N/Nc1ccccn1	·	2.0	-4.9	5.6	3.2	-15.5	5.8	0.2
